NF-kB expr up: compounds increasing NF-kB expression in human neuronal cells; NF-kB reporter expression; hits give high values; fold change at 12.5 µM; 190,000 compounds, 1.6% hits; AID 1239; in the data active = fold change above about 3.3
Diaph act CS: counter-screen for diaphorase-based assays: diaphorase activators and chemical reducers; Diaphorase/resazurin coupled assay, resorufin fluorescence, 16 min; hits give high values; 1 = vehicle wells, 0 = NADH-free wells; activation factor at 20 µM; 190,000 compounds, 0.005% hits; AID 1229;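 active = diaphorase activity raised at least twofold by the compound at 20 µM; inactive = activation factor below 2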
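Material: Purified diaphorase enzyme from Clostridium kluyveri | Buffer or medium: 50 mM HEPES pH 7.4 with 4.542 mM MgCl2, 0.005% Tween 20 | Times: 16 min enzyme reaction, ambient temperature | Signal: Red resorufin fluorescence at 544/590 nm excitation/emission | Measure: Increased resorufin signal from activators or reducing compounds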
G6PDH CS: inhibits Leuconostoc G6PDH, flagging false hits in G6PDH-based assays; Purified L. mesenteroides G6PDH, diaphorase/resazurin coupled fluorescence, 45 min; inhibition, % at 5 µM; 200,000 compounds, 0.12% hits; in the data active = inhibition above about 50%
FLuc act counter: affects firefly luciferase, flagging false hits in luciferase stimulation screens | P08659 | ATPlite luciferase biochemical, luminescence, 10 min; 0 = ATP-free wells, 1 = DMSO control | activation factor at 10 µM | 200,000 tested, under 10 active;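 active = luciferase activation factor, scaled between plate controls, of at least 2 with compound at 10 µM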
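Material: Luciferase/luciferin reagent mix | Doses: Test compounds dosed from 2 mM stocks in 100% DMSO | Timing: 10 min incubation after luciferase reagent addition, room temperature | Measured by: Luminescence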
Diaphorase inh: counter-screen for diaphorase-based assays: diaphorase inhibitors and chemical oxidizers; inhibition, % at 20 µM; diaphorase resazurin-to-resorufin fluorescence, NADH, 16 min; bacterial (C. kluyveri) enzyme, not human; 190,000 compounds, 0.69% hits;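 active = primary screen inhibition at 20 µM above a set limit, cut at about 50% in these data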;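 also: plate controls were DMSO with full reaction for no effect and wells lacking NADH for full effect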
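Test system: bacterial diaphorase enzyme (C. kluyveri); Quantity: 0.14 U/mL diaphorase, enzyme working solution; Times: reaction incubation of 16 min at room temperature; Measured by: fluorescence of resorufin formed from resazurin, Ex 544/Em 590 nm; Benchmarks: positive control minus NADH, DMSO neutral control.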
FLuc inh counter: counter-screen for luciferase assay inhibitors: firefly luciferase inhibition; 200,000 compounds, 1.5% hits; inhibition, % at 10 µM; ATPLite firefly luciferase biochemical luminescence, 10 min; P08659;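 active = inhibition above about 50% when tested at 10 µM, limit read from the data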
APP 5'UTR act: APP 5'UTR luciferase reporter activation. 190,000 compounds, 1% hits. SH-SY5Y APP 5'UTR luciferase reporter, luminescence; zero percent = DMSO vehicle wells. activation, % at 2 µM;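 active = activation above a set limit, based on mean plus 3 SD of controls, cut at about 140% in these data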; also: values of inactives mirror those of a sister screen read the other way
TLR4 MyD88 comp: inhibitors of human TLR4-MyD88 binding | O00206+Q99836 | HeLa CL3-4 TLR4/MyD88 BLA complementation, FRET ratio | inhibition, % at 8.4 µM | 200,000 compounds, 0.18% hits; in the data active = inhibition above about 25%;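 also: 0% = vehicle and 100% = reference inhibitor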
Target sequence (O00206 whole entry, looked up): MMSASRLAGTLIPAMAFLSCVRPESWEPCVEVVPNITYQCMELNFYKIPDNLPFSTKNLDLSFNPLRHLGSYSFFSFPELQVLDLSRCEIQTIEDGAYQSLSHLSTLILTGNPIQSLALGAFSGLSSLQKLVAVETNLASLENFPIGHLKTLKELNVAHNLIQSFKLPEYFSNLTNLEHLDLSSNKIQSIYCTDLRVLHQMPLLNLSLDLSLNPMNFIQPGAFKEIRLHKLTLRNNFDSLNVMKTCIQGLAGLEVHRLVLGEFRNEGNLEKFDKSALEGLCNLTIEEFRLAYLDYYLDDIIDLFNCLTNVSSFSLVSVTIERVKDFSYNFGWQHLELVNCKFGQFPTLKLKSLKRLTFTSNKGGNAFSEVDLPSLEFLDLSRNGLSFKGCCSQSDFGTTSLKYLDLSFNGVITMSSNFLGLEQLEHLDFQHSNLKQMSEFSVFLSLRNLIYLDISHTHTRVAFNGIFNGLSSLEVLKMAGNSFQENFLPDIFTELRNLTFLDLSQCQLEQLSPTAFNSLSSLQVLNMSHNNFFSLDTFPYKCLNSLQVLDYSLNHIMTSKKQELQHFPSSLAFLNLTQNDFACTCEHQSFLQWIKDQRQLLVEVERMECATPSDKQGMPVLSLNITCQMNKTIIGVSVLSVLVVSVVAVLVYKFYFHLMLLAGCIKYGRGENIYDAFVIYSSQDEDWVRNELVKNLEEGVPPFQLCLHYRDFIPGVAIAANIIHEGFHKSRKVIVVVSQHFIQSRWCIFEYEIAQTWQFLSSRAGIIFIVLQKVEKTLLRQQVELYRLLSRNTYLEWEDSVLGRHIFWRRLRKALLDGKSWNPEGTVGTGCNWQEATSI
Target sequence (Q99836 whole entry, looked up): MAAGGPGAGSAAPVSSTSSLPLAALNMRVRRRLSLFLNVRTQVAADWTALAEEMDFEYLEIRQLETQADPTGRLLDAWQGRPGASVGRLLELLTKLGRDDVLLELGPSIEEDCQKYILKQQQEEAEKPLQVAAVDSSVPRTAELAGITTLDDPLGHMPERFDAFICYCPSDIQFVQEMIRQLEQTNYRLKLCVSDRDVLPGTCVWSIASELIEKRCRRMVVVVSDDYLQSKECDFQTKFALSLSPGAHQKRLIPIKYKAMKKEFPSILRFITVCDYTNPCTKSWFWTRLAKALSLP
APP 5UTR inh: APP translation inhibition; 190,000 compounds, 0.82% hits; AID 1285; SH-SY5Y APP 5'UTR-luciferase reporter, luminescence; inhibition, % at 2 µM;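 active = inhibition above a set limit, derived from the sample mean plus 3 SD, cut at about 45% in these data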; also: values of inactives mirror those of a sister screen read the other way
STAT1 activator: increases IFN-gamma driven STAT1 reporter signal; 200,000 compounds, 2.6% hits; activation (% of control), % at 5.5 µM; NIH 3T3 STAT1-luciferase reporter, luminescence; 100% = IFN-gamma alone, no compound; AID 932;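 active = activation above the screen-wide mean activation plus 3 SD, cut at about 130% in these data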;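 also: raw ratio to IFN-gamma control signal so 100% means no change and 0% no light; values of inactives mirror those of a sister screen read the other way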
Numbers without * were called inactive; x = not tested or not shown.

Sequence of screens: G6PDH CS	Diaph act CS	FLuc inh counter	NF-kB expr up	Diaphorase inh	FLuc act counter	STAT1 activator	TLR4 MyD88 comp	APP 5'UTR act	APP 5UTR inh
(1) O=C1CCC/C(=N/Nc2ccc(Cl)cc2)C1
    13	0.7	-3	1.4	26	1	101	4	16	-16
(2) COc1ccc(S(=O)(=O)N2CCCCC2)cc1C(C)C
    0	0.9	-5	0.97	9	1	86	-9	-8	8
(3) CCc1nn(-c2ccccc2)c(N)c1C#N
    5	0.8	-3	1.2	16	1	103	-12	-12	12
(4) Cn1c(SCC(=O)N2CCCc3ccccc32)nnc1-c1ccccc1
    14	0.9	-1	0.87	13	1	104	-6	-3	3
(5) O=C(Cc1ccc(Cl)c(Cl)c1)Nc1ccc2[nH]c(=O)[nH]c2c1
    -1	1	-4	1.3	-1	1	108	-4	-6	6
(6) Cc1ccc(CNC(=O)c2ccc(COc3ccccc3)cc2)cc1
    -1	0.9	-3	0.98	10	1	101	-1	-12	12
(7) COCCCNC(=S)Nc1ccc(CC(=O)O)cc1
    19	0.9	0	1	10	1	95	-11	-2	2
(8) CNS(=O)(=O)c1cc(N)ccc1C
    -3	1	2	0.92	3	1	100	-12	25	-26
(9) O=C(NCCC1=CCCCC1)C(=O)NCc1ccccc1
    13	1	-2	1.3	-1	1	108	5	x	x
(10) N#CC1=C(N)Oc2cc(N)ccc2C1C1CC=CCC1 (centres undefined)
    15	0.7	-2	1.1	27	1	104	5	-12	12
(11) Cc1cc(OCC(=O)Nc2ccc3c(c2)OCCO3)ccc1Cl
    7	1	0	1.4	-2	1	100	1	13	-13
(12) COC(=O)C1=C(N)N(c2ccccc2C(F)(F)F)C2=C(C(=O)CCC2)C1c1ccc2c(c1)OCO2 (centres undefined)
    4	0.6	-5	1	44	1	99	-17	-4	4
(13) COc1cccc(CNC(=O)c2cc(COc3c(F)cccc3F)on2)c1
    7	0.9	-2	1.4	11	1	114	1	14	-14
(14) CCOC(=O)c1cc(-c2ccc(OC(F)F)cc2)nc2c1c(=O)[nH]c(=O)n2C
    12	0.8	3	1.2	20	1	104	-4	3	-3
(15) O=c1cc(O)c2c(=O)n(Cc3ccccc3)c3ccccc3c2o1
    0	1	-1	1.1	3	1	98	-8	7	-6

In another format: 2 of the compounds above.
(5) O=C(Cc1ccc(Cl)c(Cl)c1)Nc1ccc2[nH]c(=O)[nH]c2c1
(6) Cc1ccc(CNC(=O)c2ccc(COc3ccccc3)cc2)cc1

Compound	5	6
G6PDH CS	-1	-1
Diaph act CS	1	0.9
FLuc inh counter	-4	-3
NF-kB expr up	1.3	0.98
Diaphorase inh	-1	10
FLuc act counter	1	1
STAT1 activator	108	101
TLR4 MyD88 comp	-4	-1
APP 5'UTR act	-6	-12
APP 5UTR inh	6	12

The main list resumes, starting two compounds before the break.
Sequence of screens: G6PDH CS	Diaph act CS	FLuc inh counter	NF-kB expr up	Diaphorase inh	FLuc act counter	STAT1 activator	TLR4 MyD88 comp	APP 5'UTR act	APP 5UTR inh
(14) CCOC(=O)c1cc(-c2ccc(OC(F)F)cc2)nc2c1c(=O)[nH]c(=O)n2C
    12	0.8	3	1.2	20	1	104	-4	3	-3
(15) O=c1cc(O)c2c(=O)n(Cc3ccccc3)c3ccccc3c2o1
    0	1	-1	1.1	3	1	98	-8	7	-6
(16) COCCCn1cnnc1SCC(=O)Nc1ccc(S(=O)(=O)N2CCCC2)cc1
    0	0.9	-10	0.92	6	1.1	98	0	16	-16
(17) CCN(CC)c1ccc(/C=N/OC(C)C(=O)Nc2ccc(C)cc2)cc1 (centres undefined)
    -17	0.8	-8	1.2	17	1.1	98	6	8	-8
(18) CCOC(=O)C1CCN(C(=O)/C=C/c2ccc(OC)cc2)CC1
    -6	0.9	6	1.8	13	0.9	118	19	51	-51
(19) CCCCn1c(/N=C/c2ccccc2NS(=O)(=O)c2ccc(C)cc2)nc2ccccc21
    27	0.8	-2	0.82	18	1	93	10	14	-14
(20) COC(=O)c1cn(NC(=O)Cc2c(F)cccc2Cl)c(=O)c2ccccc12
    -4	0.9	-4	1.3	8	1	103	-1	21	-21
(21) c1cn(-c2ncnc3sc4c(c23)CCCC4)cn1
    2	0.8	-4	1.1	16	1	94	12	13	-13
(22) COc1ccc(-c2nnc3n2N=C(c2cccc(Br)c2)CS3)cc1OC
    3	0.9	-2	1.2	15	1	106	1	-6	6
(23) CCCOc1ncnc2c1[nH]c1ccccc12
    1	0.9	6	0.93	12	0.9	82	-16	34	-34
(24) COC(=O)c1cc(C(=O)c2ccc(Cl)cc2Cl)cn1C
    5	1	-4	1	-4	1	96	-6	-7	7
(25) CN(C(=S)SCc1ccccc1)C1CCS(=O)(=O)C1 (centres undefined)
    5	1	-7	1.2	3	1.1	92	-8	-10	10
(26) O=C(NC1CC2CCC(C1)N2Cc1ccco1)c1ccccc1 (centres undefined)
    1	1	-2	1.1	4	1	98	3	-6	6
(27) CCOC(=O)C(NC(=O)CC(C)C)(Nc1cc(C)on1)C(F)(F)F (centres undefined)
    -6	0.9	-8	1.3	6	1.1	95	-2	0	0
(28) CC1=CC(C)(C)N(C(=O)CN2C(=O)CCC2=O)c2ccc(C)cc21
    4	1.1	-2	1	-14	1	95	-2	-2	2
(29) O=C(NCCO)c1ccc2[nH]c3ccccc3c2c1
    -7	1	5	1.2	-4	1	114	-3	-21	21
(30) COCCN1CCn2c(nc3cc(NC(=O)NC4CCCCC4)ccc32)C1
    36	0.8	3	1	20	1	96	6	-14	14
(31) O=C(NCc1cccs1)Nc1cc(Cl)ccc1Cl
    21	1.1	5	1	-6	0.9	102	-13	20	-20
(32) Cc1c(C(=O)N2CCC(C(N)=O)CC2)sc(N)c1C#N
    -11	0.9	-9	1.3	6	1.1	94	-1	14	-14
(33) CCCc1[nH]nc2c1C(c1ccc(OC)cc1OC)C(C#N)=C(N)O2 (centres undefined)
    -9	0.8	0	1.1	17	1	102	-7	10	-10
(34) CCC(=O)Nc1ccc(OCc2nnc3c4ccccc4c(C)nn23)cc1
    10	x	-4	1.1	x	1	104	-1	14	-14
(35) Cc1ccc(C(=O)/C=C/NCc2ccc(F)cc2)cc1
    9	0.9	2	1.4	11	1	120	8	0	0
(36) COc1ccc2cc(C#N)c(NC(C)C)nc2c1
    -19	0.7	-2	1.2	26	1	113	-9	10	-10
(37) Cn1ccs/c1=N\C(=O)Nc1cccc(Cl)c1
    10	0.8	27	3.7*	24	0.7	156*	-7	115	-115
(38) CCC1CCCCN1C(=O)CSc1nnc(CNC(=O)c2ccco2)o1 (centres undefined)
    3	0.9	-7	0.88	12	1.1	100	-7	9	-8
(39) O=C(/C(=C/O)N=Nc1ccccc1Cl)c1ccccc1
    -3	0.8	1	1.3	19	1	107	4	0	0
(40) COC(=O)c1ccccc1NC(=O)c1sc(=S)n(C)c1N
    5	0.9	-8	1.1	12	1.1	102	1	-7	6
(41) COC(=O)C1=C(C)NC2=C(C(=O)c3ccccc32)C1c1ccc(-c2ccc(C(=O)O)cc2)o1 (centres undefined)
    -33	0.6	7	0.97	37	0.9	112	0	x	-7
(42) CCCOc1ccc(C(C)=O)cc1CSCCC#N
    4	0.9	-9	1.1	14	1.1	97	3	-4	4
(43) CC(C)C(NS(=O)(=O)c1cccs1)C(=O)Nc1nc(C(C)(C)C)cs1 (centres undefined)
    7	0.9	-2	0.71	13	1	89	5	0	0
(44) COC(=O)c1ccccc1NC(=O)CN(CCc1ccccc1)S(C)(=O)=O
    -3	0.9	-9	1.1	14	1.1	95	10	-7	8
(45) CC(=O)/C=C/c1ccc2ccccc2n1
    2	0.9	8	1.1	13	0.9	100	8	-1	2
(46) COc1ccccc1CNc1ccc2nnc(CCNC(=O)c3ccc(C)cc3)n2n1
    0	0.9	-6	0.88	7	1.1	95	10	-3	2
(47) COc1ccc(C(C)=O)cc1CN1C(=O)NC(CC(C)C)C1=O (centres undefined)
    6	1	-6	1.2	4	1.1	101	-6	-3	3
(48) CCC(C)[C@H](NC(=O)NCCCc1ccccc1)C(=O)OC (some centres undefined)
    6	1	-3	0.81	3	1	106	2	7	-7
(49) O=C(NC(Cc1ccccc1)C(=O)O)/C(=C/c1ccccc1)NC(=O)c1cccc(Br)c1 (centres undefined)
    8	0.9	-3	1.2	11	1	95	-11	1	-1
(50) CC(=O)Nc1ccc2nc(NC(=O)COc3ccccc3C)sc2c1
    6	1	6	0.73	-1	0.9	111	10	16	-16
(51) O=C(Cn1c(COc2ccccc2)nc2ccccc21)Nc1cc(Cl)cc(Cl)c1
    7	1.1	-1	0.99	-5	1	106	-5	-2	2
(52) CC(=O)c1ccc2c(c1)CC(C)C(=O)N2C (centres undefined)
    7	1	-2	1.2	4	1	96	3	-7	7
(53) CN(Cc1ccccc1)c1nc2c(c(=O)[nH]c(=O)n2C)n1CCSc1ncccn1
    x	x	x	x	x	x	99	-1	5	-5
(54) c1ccn2c(CNc3ncnc4sccc34)nnc2c1
    3	0.8	-4	1.1	15	1	101	9	-2	2
(55) O=C(O)/C=C/c1cn(-c2ccccc2)nc1-c1cccs1
    7	0.9	18	1.1	13	0.8	101	-11	-9	9
(56) CCCC(=O)NCCCCNC(=O)CCC
    -2	0.9	-3	1.5	14	1	105	0	6	-6

Bioassay records: PubChem BioAssay, several laboratories
